# SKN-1 inh: C. elegans SKN-1 inhibition; 360,000 tested, 0.49% active; C. elegans VP596 Pgst-4::GFP/RFP ratio, acrylamide-induced, 24 h; inhibition, % at 21.8 µM;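 active means interference check ratio from 0.5 to 1.5 plus GFP to RFP signal ratio inhibition reaching or exceeding a fixed threshold, cut at about 30% in these data, passing the limit was not always enough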; further: some compounds called inactive have numbers as strong as hits
# MsrA act: bovine methionine sulfoxide reductase A activation | purified bovine MsrA, absorbance read-out | activation, % at 10.6 µM | 360,000 tested, 0.3% active; in the data active means activation above about 7.5%;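 further: 0% = vehicle and 100% = reference activator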
# Rin1 Abl inh: human Rin1-Abl interaction inhibition; TR-FRET Rin1/Abl binding, biochemical; 360,000 tested, 0.4% active; inhibition, % at 7.35 µM; AID 588664; P00519+Q13671; in the data active means inhibition above about 5%, passing the limit was not always enough
# Target sequence (P00519 whole entry, looked up): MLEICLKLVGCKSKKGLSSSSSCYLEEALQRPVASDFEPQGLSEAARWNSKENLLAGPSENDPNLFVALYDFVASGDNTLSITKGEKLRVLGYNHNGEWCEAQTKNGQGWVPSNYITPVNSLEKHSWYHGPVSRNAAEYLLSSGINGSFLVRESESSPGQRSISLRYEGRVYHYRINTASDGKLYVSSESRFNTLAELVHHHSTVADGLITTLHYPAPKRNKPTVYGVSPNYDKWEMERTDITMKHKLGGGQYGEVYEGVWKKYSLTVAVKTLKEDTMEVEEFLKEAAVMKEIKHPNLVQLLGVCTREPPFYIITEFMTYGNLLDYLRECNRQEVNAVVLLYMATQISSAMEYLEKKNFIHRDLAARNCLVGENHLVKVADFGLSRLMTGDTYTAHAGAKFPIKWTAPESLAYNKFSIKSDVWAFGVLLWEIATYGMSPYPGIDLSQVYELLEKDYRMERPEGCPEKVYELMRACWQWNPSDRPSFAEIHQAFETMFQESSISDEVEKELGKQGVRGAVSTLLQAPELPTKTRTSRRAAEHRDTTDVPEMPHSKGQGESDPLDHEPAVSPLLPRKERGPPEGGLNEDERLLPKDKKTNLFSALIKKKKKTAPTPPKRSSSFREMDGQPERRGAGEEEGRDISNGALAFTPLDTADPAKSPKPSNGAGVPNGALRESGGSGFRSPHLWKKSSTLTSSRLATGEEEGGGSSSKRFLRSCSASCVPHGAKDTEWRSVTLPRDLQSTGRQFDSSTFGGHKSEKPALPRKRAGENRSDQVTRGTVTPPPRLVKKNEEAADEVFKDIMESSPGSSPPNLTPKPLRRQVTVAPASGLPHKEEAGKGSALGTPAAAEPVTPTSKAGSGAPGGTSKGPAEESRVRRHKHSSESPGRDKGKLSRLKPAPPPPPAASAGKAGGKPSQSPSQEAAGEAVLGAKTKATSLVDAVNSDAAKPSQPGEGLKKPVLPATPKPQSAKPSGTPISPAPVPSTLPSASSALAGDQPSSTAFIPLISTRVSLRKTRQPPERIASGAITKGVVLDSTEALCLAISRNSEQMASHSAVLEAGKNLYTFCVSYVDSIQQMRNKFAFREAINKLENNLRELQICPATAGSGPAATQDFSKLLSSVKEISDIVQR
# Target sequence (Q13671 whole entry, looked up): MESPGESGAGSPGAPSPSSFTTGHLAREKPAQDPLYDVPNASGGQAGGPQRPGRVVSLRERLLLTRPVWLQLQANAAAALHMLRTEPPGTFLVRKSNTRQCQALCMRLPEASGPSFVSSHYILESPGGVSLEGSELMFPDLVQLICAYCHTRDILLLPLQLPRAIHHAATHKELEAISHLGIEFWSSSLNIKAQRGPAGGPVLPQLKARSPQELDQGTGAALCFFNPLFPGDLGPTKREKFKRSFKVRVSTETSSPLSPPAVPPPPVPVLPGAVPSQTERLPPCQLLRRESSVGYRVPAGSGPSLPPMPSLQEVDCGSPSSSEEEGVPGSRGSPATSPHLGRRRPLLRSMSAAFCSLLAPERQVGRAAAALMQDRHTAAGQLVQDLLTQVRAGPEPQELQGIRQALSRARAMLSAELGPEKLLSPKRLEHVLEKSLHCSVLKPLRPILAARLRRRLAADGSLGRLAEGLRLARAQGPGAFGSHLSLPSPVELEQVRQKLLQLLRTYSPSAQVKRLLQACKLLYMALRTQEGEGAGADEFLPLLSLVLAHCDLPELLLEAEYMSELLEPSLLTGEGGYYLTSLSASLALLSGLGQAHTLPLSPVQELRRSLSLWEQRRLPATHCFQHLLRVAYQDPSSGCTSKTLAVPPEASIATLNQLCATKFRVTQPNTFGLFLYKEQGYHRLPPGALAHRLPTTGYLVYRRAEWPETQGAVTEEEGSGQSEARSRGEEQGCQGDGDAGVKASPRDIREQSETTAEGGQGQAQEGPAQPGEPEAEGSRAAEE
# MsrA inh: inhibits bovine methionine sulfoxide reductase A. purified bovine MsrA, absorbance read-out. inhibition, % at 15.5 µM. 360,000 tested, 0.75% active. AID 651718; in the data active means inhibition above about 4.5%;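 further: 0% = vehicle wells with enzyme and 100% = reference inhibitor wells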
# eLon inh: inhibitors of E. coli Lon protease; P0A9M0; purified E. coli Lon protease, fluorescence polarization; inhibition, % at 7.94 µM; 360,000 tested, 0.42% active; in the data active means inhibition above about 13%, passing the limit was not always enough;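 further: 0% = enzyme with probe and DMSO and 100% = no enzyme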
# NRP1-CendR mod: modulators of CendR peptide binding to human neuropilin-1 | O14786 | FAM-RPARPAR peptide binding to NRP-1, fluorescence polarization | inhibition, % at 25 µM | 360,000 tested, 0.85% active | AID 602438;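 active means inhibition or corrected inhibition above about 18%, plus a signal ratio from 0.5 to 1.5, limit read from the data, passing the limit was not always enough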; further: strong numbers were not always called active
# FAS TE block: blocks the thioesterase domain of human fatty acid synthase. P49327. recombinant FAS-TE, OMFH fluorogenic substrate, fluorescence endpoint. inhibition, % at 15 µM. 360,000 tested, 0.67% active. AID 602261;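 active means compounds whose normalised, plate-corrected inhibition of enzyme fluorescence in the single-dose primary screen is 50% or more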;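 further: 0% = DMSO with enzyme and 100% = substrate without enzyme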
# MT1-MMP act inh: MT1-MMP (human) activation inhibition. HT1080 RFP-PRO-GFP cells, GFP/RFP ratio fluorescence, overnight; percent of plate control window, DMSO zero. GFP/RFP ratio change, % at 20 µM. 360,000 tested, 0.061% active. AID 651647. P50281;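 active means GFP/RFP ratio change of at least 30% with cell ATP level not reduced by more than half and red fluorescence within 50% of control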; further: strong numbers were not always called active
#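 Assay system – RFP-PRO-GFP reporter HT1080 cells · Compound dosing – single dose of 20 µM compound, 1% DMSO final · Incubation – overnight compound exposure at 37 °C · Measure – GFP/RFP fluorescence ratio · Benchmarks – DMSO wells and RFP-L50D-GFP cells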
# Neddyl block: cullin neddylation inhibition; TR-FRET cullin neddylation, biochemical; calls only at 25 µM; 360,000 tested, 0.58% active; AID 651699; in the data active means inhibition above about 36%
# * = called active by the depositor; i = inactive; x = not tested or not shown; + = active, no number.
# Sample of the layout:
SMILES,SKN-1 inh,MsrA act,Rin1 Abl inh,MsrA inh,eLon inh,NRP1-CendR mod,FAS TE block,MT1-MMP act inh,Neddyl block
Cc1ccc(S(=O)(=O)Nc2ccc(C(=O)NCCCn3ccnc3)cc2)cc1[N+](=O)[O-],0,1,0,1.3,-2,2,0,0,i
COc1cccc(NC(=S)N2CCN(c3ccccn3)CC2)c1,-1,-1,0,-1.4,+,-9,-3,8,i
c1ccc(N2CCN(c3ccccc3)C2c2cccs2)cc1,13,0,-6,0.3,10,-6,21,3,i
FC(F)Sc1nnc(-c2cccs2)n1-c1ccccc1,1,-2,0,-1.3,-6,-1,-1,-6,i

# Main list, from the start:
SMILES,SKN-1 inh,MsrA act,Rin1 Abl inh,MsrA inh,eLon inh,NRP1-CendR mod,FAS TE block,MT1-MMP act inh,Neddyl block
Cc1ccc(S(=O)(=O)Nc2ccc(C(=O)NCCCn3ccnc3)cc2)cc1[N+](=O)[O-],0,1,0,1.3,-2,2,0,0,i
COc1cccc(NC(=S)N2CCN(c3ccccn3)CC2)c1,-1,-1,0,-1.4,+,-9,-3,8,i
c1ccc(N2CCN(c3ccccc3)C2c2cccs2)cc1,13,0,-6,0.3,10,-6,21,3,i
FC(F)Sc1nnc(-c2cccs2)n1-c1ccccc1,1,-2,0,-1.3,-6,-1,-1,-6,i
Cc1cccc(C)c1NC(=O)C1(C)CSCC(=O)N1CCC(C)C (stereo not drawn),-4,x,x,-0.6,x,18,x,-1,i
COCCNc1ncnc2c1ncn2[C@H]1CN(Cc2ccc(F)cc2)C[C@@H](CO)O1,2,-6,1,1.0,-9,4,-11,0,i
CCCCCN(C(=O)CCC(=O)OCC(=O)N(C)c1ccccc1)c1c(N)n(CCCC)c(=O)[nH]c1=O,-8,1,2,0.1,-13,-6,-4,-5,i
CC1=C(C(=O)O)CC(S(=O)(=O)O)C1(C)C (stereo not drawn),2,-3,2,-1.1,-10,-5,-7,3,i
O=C(NC(=S)N1CCN(c2ccccn2)CC1)c1ccccc1,-5,-9,3,0.0,6,3,-9,0,i
CC(Nc1nc(-c2cccnc2)nc2ccccc12)c1ccccc1 (stereo not drawn),28,-3,0,0.5,-6,-2,5,-1,i
O=C1CCCN1CCC1CCN(C(=O)Nc2ccccc2)CC1,-13,-3,-2,x,-2,-10,-6,2,i
O=C(NNC(=O)C1CC1)Nc1ccc(Cl)cc1,10,-2,2,-0.6,13,4,-4,4,i
CNc1nc(N)c([N+](=O)[O-])c(Nc2ccccc2OC)n1,12,-7,1,2.5,-7,-8,2,-10,i
COc1ccc(C(=O)C2CCCN(Cc3cc(Cl)ccc3O)C2)c(OC)c1 (stereo not drawn),12,0,1,0.1,-9,10,19,-4,i
Cc1ccc(C)c(OCC(=O)NNC(=O)C2CC2)c1,-22,-6,2,0.2,-6,1,-7,2,i
Nc1nonc1-n1nnc(C(=O)N/N=C/c2ccccc2Br)c1CN1CCCC1,18,2,1,0.0,8,10,-5,-3,i
CCc1nnc(NC(=O)CCC(=O)N2CCCC2)s1,2,-6,-1,0.6,-1,-4,-12,8,i
COc1ccccc1CCC(=O)NC1CCCN(c2ccc(C(F)(F)F)cn2)C1 (stereo not drawn),-1,-1,2,-0.4,-4,14,13,-1,i
O=C(Nc1nc2ccc(F)cc2s1)C1=NN(c2ccccc2)C(=O)CC1,13,-1,-9,0.7,3,-1,9,4,i
CCOC(=O)C1(Cc2cccc(OC)c2)CCCN(C(=O)c2ccc(OC)o2)C1 (stereo not drawn),-2,-4,1,-0.4,-9,3,-2,-4,i
CCc1ccc(NC(=O)CN2C(=O)CSC2=O)cc1,-21,1,-3,0.1,0,3,2,5,i
COc1cc(/C=C/C(=O)OCC(=O)N2CC3(C)CC2CC(C)(C)C3)ccc1O (stereo not drawn),5,-4,-1,1.6,-11,0,-2,5,i
O=C(Cc1ccc(NC(=O)C2CCCN(C(=O)c3ccccc3)C2)cc1)Nc1ccc(C(=O)N2CCOCC2)cc1 (stereo not drawn),6,-2,-1,0.6,-5,-7,-8,-1,i
CN1/C(=C\C=C2/SC(=S)NC2=O)C(C)(C)c2ccccc21,75,-11,-6,0.3,i,132,-153,-14,i
CN(C)S(=O)(=O)c1cccc(COC(=O)Cc2c(F)cccc2Cl)c1,22,-5,1,-0.6,2,7,19,-1,i
CC(C)(C)Cc1c(-c2ccc(C#N)cc2)nc2ccc(Cl)cn12,4,-8,1,-0.2,0,-40,-1,8,i
COc1ccccc1C(=O)N/N=C(\C)c1ccc(NC(=O)Cc2ccccc2)cc1,7,-5,-3,-1.2,-7,15,-6,-1,x
COCCCN(C(=O)Cc1coc2cc(C)c(C)cc12)c1c(N)n(Cc2ccccc2)c(=O)[nH]c1=O,-7,-4,4,1.7,5,-1,-2,-6,i
CNC(=O)/C(C#N)=C/c1c(N2CCN(c3ccc(OC)cc3)CC2)nc2c(C)cccn2c1=O,8,-12,0,0.8,8,1,8,3,x
COc1cccc(NC(=S)NNC(=O)Cn2nc(C(F)(F)F)cc2C)c1,15,-3,-4,-0.8,8,0,-8,5,i
c1cc2c3c(cccc3c1)NN=N2,9,1,-6,1.4,-5,10,-2,4,i
COc1cccc(NC(=O)CN(c2ccc([N+](=O)[O-])cc2)S(=O)(=O)c2ccccc2)c1,1,-3,-2,-0.3,-18,2,34,2,i
COc1ccc(C(=O)N2CCN(Cc3nc(CC4CC4)no3)CC2)cc1,-4,-4,-3,-0.7,-270,10,-9,11,i
C[C@@H]1CC=C[C@H]2[C@H]1C(=O)N(Cc1ccccc1)[C@H]2c1ccc(/C=C/c2ccccc2)cc1F,0,-5,6,0.2,-9,29*,20,-8,+
CC(C)(C)OC(=O)C[C@@H]1C/C=C\C[C@@H](CC(=O)NCCO)C(=O)N[C@H](Cc2c[nH]c3ccccc23)COC1=O,-1,-2,2,1.6,-1,1,-11,2,i
CN(C(=O)c1ccc(Br)cc1)C1CCS(=O)(=O)C1 (stereo not drawn),-2,-4,2,0.8,-2,-2,-3,-3,i
CCCCN1C(=O)C(=O)N(CC(=O)Nc2sc(C)c(C)c2C(=O)OC)C1=O,5,-2,2,-1.1,7,6,2,-2,i
Cc1onc(-c2ccccc2)c1NC(=O)Nc1c(-c2ccccc2)noc1C,-4,-2,2,-1.3,-15,1,-2,0,i
COc1ccc(C(=O)N2CCCC(c3ccccc3)C2)cc1 (stereo not drawn),-9,-10,2,-0.4,1,-8,-3,-2,i
CCC1(c2ccccc2)NC(=O)N(CC(=O)Nc2cccc(S(=O)(=O)N3CCCC3)c2)C1=O (stereo not drawn),-9,-3,2,-1.1,-8,6,0,5,i
O=C(O)C1CSCN1S(=O)(=O)c1cccc2nsnc12 (stereo not drawn),-12,-2,-2,1.0,3,7,-5,4,i
Cc1ccc(OCc2ccc(C(=O)NN)o2)cc1C,2,-3,-5,0.3,-4,-2,-4,6,i
CCN(CC)C(=O)c1ccc(/C=C/c2c[nH]c3ccccc23)[n+](C)c1,-5,-1,-65,1.1,i,52,-14,-94,i
CCOc1ccc(NC(=O)CN(c2ccc(OC)cc2)S(C)(=O)=O)cc1,19,-3,1,0.1,-9,24,-3,-2,i
Cc1[nH]n(-c2ccc(Cl)cc2)c(=O)c1/C=N/n1c(C)nc2ccccc2c1=O,-12,-12,5,0.5,-2,-2,-8,x,i
Cc1ccc2cc(CN(Cc3nnnn3C3CCCC3)C3CCCCC3)c(=O)[nH]c2c1C,-2,-8,3,0.3,-6,-8,1,1,i
N#CC(c1ccc(Cl)cc1)c1ccc(Cl)nn1 (stereo not drawn),-6,0,1,1.5,7,3,3,4,i
COC(=O)CCC(=O)N1CCc2cc(S(=O)(=O)N3CCc4ccccc43)ccc21,16,-6,1,-0.5,-15,12,9,4,i
N#Cc1c(N)nc2c(c1-c1ccncc1)CCCCCC2,35,-1,0,-1.3,-8,3,-2,-3,i
CCN(C(=O)CSc1nnc(-c2ccc(OC(F)F)cc2)n1N)C1CCS(=O)(=O)C1 (stereo not drawn),5,-10,2,-1.1,-1,2,-5,3,i
CCCCNC(=O)C1C(c2ccc(OC)cc2)=Nc2ccccc2N1C(=O)c1ccncc1 (stereo not drawn),4,x,x,3.1,x,19,x,1,i
COc1ccc(Oc2cc(Cl)nc(N)n2)cc1,-3,-2,1,-0.1,-4,-9,-8,-3,i
CC1CCCC(NC(=O)CSc2nccn2C)C1C (stereo not drawn),4,2,-1,-0.5,5,5,-7,11,i
COCCSc1nnc(NC(=O)C2CC(=O)N(c3ccc(C)cc3)C2)s1 (stereo not drawn),-10,-10,1,0.4,2,-4,-4,2,i
Cc1ccc(-c2c(C)sc(=NC(=O)c3ccco3)n2C)cc1,13,-6,2,2.4,-4,4,4,0,i
COc1ccc(-c2csc(NC(=O)c3cccs3)c2C(=O)O)cc1OC,0,-5,-3,1.0,5,-7,-4,7,i
COc1ccc2sc(-c3ccc(S(C)(=O)=O)cc3)c(-c3ccc(C(N)=O)cc3)c2c1,-13,0,-3,1.2,-10,4,-8,-8,i
CCn1c2ccccc2c2nnc(SCC(=O)N(C)C3CCS(=O)(=O)C3)nc21 (stereo not drawn),5,-2,-3,0.1,-2,2,-11,2,i
CSc1cccc(NC(=S)N(CCN(C)C)C(C)c2ccccn2)c1 (stereo not drawn),13,-5,1,0.0,-2,9,-2,7,i
CN1CCN(c2ccc(CNC[C@H]3O[C@@H](n4cnc5c(=O)[nH]c(N)nc54)[C@H](O)[C@@H]3O)c(F)c2)CC1,-2,-12,2,-0.2,-10,0,-2,2,i

# Part of the list above, with two lines to a compound:
# Every second line gives: SKN-1 inh	MsrA act	Rin1 Abl inh	MsrA inh	eLon inh	NRP1-CendR mod	FAS TE block	MT1-MMP act inh	Neddyl block
- COc1ccc(Oc2cc(Cl)nc(N)n2)cc1
→ -3	-2	1	-0.1	-4	-9	-8	-3	i
- CN1CCN(c2ccc(CNC[C@H]3O[C@@H](n4cnc5c(=O)[nH]c(N)nc54)[C@H](O)[C@@H]3O)c(F)c2)CC1
→ -2	-12	2	-0.2	-10	0	-2	2	i

# Remaining list, next part
SMILES,SKN-1 inh,MsrA act,Rin1 Abl inh,MsrA inh,eLon inh,NRP1-CendR mod,FAS TE block,MT1-MMP act inh,Neddyl block
CC(=O)Nc1ccc(NC(=O)C(C)OC(=O)c2cccc(S(=O)(=O)N3CCCC3)c2)cc1 (stereo not drawn),-10,-2,-2,0.1,-2,-3,-5,1,i
O=C(c1ccc(S(=O)(=O)N2CCCC2)cc1)N(c1ccc(F)cc1)C1C=CS(=O)(=O)C1 (stereo not drawn),17,-3,-2,0.6,-5,8,-2,-2,i
Cc1ccccc1NC(=O)C(c1ccccc1)C1CCCC1 (stereo not drawn),1,-1,1,0.6,12,10,14,6,i
COc1cccc(NC(=O)CSc2nnc(Cc3cccn3C)n2-c2ccc(F)cc2)c1,-4,-1,0,0.7,-2,-16,0,2,i
C[C@@H]1CCCCO[C@@H](CN(C)C(=O)Nc2ccc3c(c2)OCO3)[C@@H](C)CN([C@H](C)CO)C(=O)c2cc(N(C)C)ccc2O1,-10,-1,-4,-0.5,0,-6,-8,-2,i
COc1ccc(C(=O)OCc2c(-c3cccc(OC)c3)ncc3ccccc23)cc1,16,-3,1,-0.3,6,-1,30,6,i
Cn1ncc([N+](=O)[O-])c1C(=O)N/N=C/c1c[nH]c2ccccc12,3,-16,-3,2.6,-8,-8,5,-4,i
CCCCc1ccc(NC(=O)CSC2=C(C#N)C(c3ccco3)C3=C(CCCC3=O)N2)cc1 (stereo not drawn),-12,-3,0,1.1,-1,-4,16,-7,i
CCC(=O)Nc1ccc(OCC2CCCO2)cc1 (stereo not drawn),0,-3,3,-0.2,3,2,-7,-3,i
COc1ccc(Cl)cc1C(=O)NCc1ccc2c(c1)OCO2,10,-10,0,-0.9,5,-14,21,0,i
O=C(COc1ccc(Cl)cc1Cl)NN1C(=O)/C(=C\c2ccc(Cl)cc2)SC1=S,0,-1,3,-0.9,-6,-6,4,4,i

# Screens as filed in PubChem.
